Assay outcomes as filed in PubChem BioAssay.
INS-1E GSIS act: GLuc luminescence reporter in INS-1E cells, primary screen for activators of glucose-dependent secretion of insulin. INS-1E GLuc reporter insulin secretion, 2-3 h. activation, % at 16.6 µM. actives 0.61% (n = 370,000). AID 743287;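 active means lowest replicate activation of at least 40%, so every replicate reaches that level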;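 further: 0% = median of neutral control wells and 100% = median of IBMX positive control wells; some compounds called inactive have numbers as strong as hits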
E-sel inducer: E-selectin induction on HUVECs; actives 0.37% (n = 260,000); P16581; activation, % at 7.58 µM; AID 686992; HUVEC E-selectin immunofluorescence imaging; normalized: neutral wells 0, TNF-alpha wells 100;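 active means mean E-selectin-positive cell signal at least 10% of the positive control, reached in at least 60% of replicates, without over 20% cell loss; inconclusive means no rule given, readout overlaps actives, possibly toxicity-flagged; inactive means the rest, including those meeting only one limit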;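 further: in these data hits start at about 27%; measured in HUVEC primary endothelial cells; signal is the percent of cells scored E-selectin positive by PE staining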
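assay system = HUVEC, human umbilical vein endothelial cells | input = 3,000 HUVEC seeded per well | medium = EGM-2 growth medium on 0.1% gelatin-coated wells | dosing = one compound dose added by pin transfer | signal = immunofluorescence imaging | read-out basis = % PE-positive cells | control set = TNF-alpha, DMSO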
RAD52 inh: blocks human RAD52 DNA annealing. P43351. recombinant RAD52 DNA annealing, FRET fluorescence. inhibition, % at 18.7 µM. actives 0.46% (n = 360,000);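 active means every replicate showing at least 50% inhibition; inconclusive means mean inhibition at least 50% but not in every replicate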
CASP6 VEID inh: caspase-6 (human) enzyme inhibition; P55212; purified caspase-6, Z-VEID-R110 cleavage fluorescence; inhibition, % at 12.5 µM; actives 0.53% (n = 350,000);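 active means mean inhibition across replicates at least about 35%, with every replicate also reaching that limit, limit read from the data; inconclusive means only one of the two criteria met; inactive means neither criterion met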;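 further: 0% = median of neutral control wells and 100% = no fluorescence left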
Target sequence (P55212 24-179 limits assumed): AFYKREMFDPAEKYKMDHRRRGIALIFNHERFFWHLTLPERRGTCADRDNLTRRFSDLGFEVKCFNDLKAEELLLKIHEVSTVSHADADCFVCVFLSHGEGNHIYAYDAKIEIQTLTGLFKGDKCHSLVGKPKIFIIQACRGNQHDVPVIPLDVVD
Target sequence (P55212 194-293 limits assumed): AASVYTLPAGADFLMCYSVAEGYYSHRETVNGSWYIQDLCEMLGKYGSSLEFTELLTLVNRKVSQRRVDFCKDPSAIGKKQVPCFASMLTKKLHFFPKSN
DENV2 CPE rescue: DENV2-induced cell death inhibition. CPE inhibition, % at 9.99 µM. DENV2-infected cells, cytopathic effect rescue, plate reader. actives 1.7% (n = 350,000); in the data active means CPE inhibition above about 20%, passing the limit was not always enough; inconclusive means no clear call, values can overlap the other calls; tested in BHK-21 cells;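 further: 0% = median of neutral control wells and 100% = median of positive control wells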
F508del corr: CFTR F508del correction in bronchial cells. CFBE cells, YFP halide quenching; stimulated with forskolin plus potentiator P3; % fluorescence drop versus neutral controls. activity (quench increase), % at 7.58 µM. actives 0.36% (n = 350,000). AID 720511;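 active means mean added fluorescence quench of at least 8% versus neutral control, with both replicates also reaching 8%; inconclusive means only one of the mean or replicate conditions met; inactive means mean below 8% and not both replicates reaching 8%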;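 further: cells transiently co-express mutant CFTR-F508del with the halide-sensitive YFP; corrector assay measuring rescue of mutant channel to the surface after 24 h compound exposure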
RAD54 inh: blocks human RAD54 Holliday junction branch migration. FAM/BHQ fluorescence. actives 0.14% (n = 360,000). Q92698. inhibition, % at 10.4 µM. AID 602329;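 active means mean normalized replicate activity at least 40 and at least half of replicates scoring 40 or more; inconclusive means only one of the two criteria met; inactive means mean below 40 and under half of replicates reaching 40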;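 further: 0% = median of neutral control wells and 100% = median of positive control wells; inhibitors cause a drop in the FAM fluorescence signal; in these data hits start at about 50%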
Target sequence (Q92698 whole entry, looked up): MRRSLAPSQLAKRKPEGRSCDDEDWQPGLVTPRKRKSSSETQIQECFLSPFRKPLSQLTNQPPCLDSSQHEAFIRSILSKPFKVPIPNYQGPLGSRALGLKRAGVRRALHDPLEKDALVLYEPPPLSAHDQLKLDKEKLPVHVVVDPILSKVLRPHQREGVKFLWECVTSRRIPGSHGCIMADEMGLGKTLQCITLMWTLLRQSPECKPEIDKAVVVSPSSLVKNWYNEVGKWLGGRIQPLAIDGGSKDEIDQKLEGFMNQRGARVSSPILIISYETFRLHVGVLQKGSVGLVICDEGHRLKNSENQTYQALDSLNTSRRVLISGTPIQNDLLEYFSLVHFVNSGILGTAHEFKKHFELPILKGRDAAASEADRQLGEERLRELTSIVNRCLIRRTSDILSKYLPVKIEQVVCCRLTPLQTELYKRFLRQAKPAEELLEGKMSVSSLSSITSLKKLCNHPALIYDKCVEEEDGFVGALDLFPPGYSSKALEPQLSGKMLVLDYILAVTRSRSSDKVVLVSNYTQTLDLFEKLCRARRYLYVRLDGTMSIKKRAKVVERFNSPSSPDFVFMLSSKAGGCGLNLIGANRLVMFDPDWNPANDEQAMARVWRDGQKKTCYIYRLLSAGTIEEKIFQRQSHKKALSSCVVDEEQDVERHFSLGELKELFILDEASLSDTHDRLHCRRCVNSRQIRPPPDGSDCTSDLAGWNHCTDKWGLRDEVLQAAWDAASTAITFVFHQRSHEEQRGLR
XiGFP reactiv: activators of X-chromosome reactivation in mouse fibroblasts | XiGFP mouse fibroblasts, % GFP-positive cells imaging, 3 d; cells co-treated with 5-aza-dC sensitizer; scaled so ellipticine positive control = 100% | activation, % at 7.58 µM | actives 0.055% (n = 360,000) | AID 743238;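 active means mean normalized replicate activation at least 10% and every replicate at or above 10%; inconclusive means only one of the two criteria met; inactive means mean below 10% and not all replicates reach 10%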;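 further: 0% = median of on-plate neutral control wells and 100% = ellipticine 6 µM median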
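Material: XiGFP fibroblasts, SV40-immortalized; Buffer or medium: DMEM containing 5-aza-dC; Compound dosing: single point; Times: 3 days compound exposure.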
* hit, by the source's call; ? = inconclusive; / = no result given; & = joins results of further samples.

Results follow in this order: F508del corr	DENV2 CPE rescue	RAD52 inh	RAD54 inh	E-sel inducer	INS-1E GSIS act	CASP6 VEID inh	XiGFP reactiv
COCC(=O)NC[C@H]1N[C@H](CO)[C@@H]1c1ccc(-c2ccccc2)cc1
  -0.9	3	-46	/	0.2	-2	3	0.0
CC(C)(C)C(=O)c1c(N)[nH]c(C(=O)c2ccccc2)c1-c1ccccc1Br
  4.2	15	-19	/	-0.1	9	-3	0.3
O=C(CCOc1ccccc1)Nc1ccnn1C1CCN(Cc2ccc(O)cc2)CC1
  -0.3	-1	4	-18	/	4	-18	0.3
COc1ccc(NC(=S)NCCN2CCC(C)CC2)cc1Cl
  -1.5	-1	-13	/	6.0	3	-2	0.0
Cc1ccc(F)c(S(=O)(=O)NC(=O)C2(C)CCN2C(=O)c2ccccc2)c1 (centres undefined)
  0.1	0	-16	12	-0.2	-3	0	0.0
C[C@@H]1CN([C@@H](C)CO)C(=O)c2cccc(NS(=O)(=O)c3ccc(F)cc3)c2O[C@H]1CN(C)S(=O)(=O)c1cn(C)cn1
  -2.1	-2	13	3	0.0	-1	-2	0.2
Cc1oc2cc3oc(=O)c(CC(=O)NCCCC(=O)O)c(C)c3cc2c1C
  3.1	-1	-5	-2	-0.5	11	7	0.3
COc1cc2c(cc1OC)CN(C(=O)c1ccc(OC)c([N+](=O)[O-])c1)CC2
  2.0	3	-9	/	1.7	-5	1	0.4
COc1ccccc1CN1CC(C(=O)NCc2ncccc2C)CCC1=O (centres undefined)
  -2.3	-3	6	3	0.0	5	-3	-0.1
COc1ccc(S(=O)(=O)Nc2ccc3c(c2)C(=O)N([C@@H](C)CO)C[C@H](C)[C@@H](CN(C)C(=O)Nc2ccc(F)cc2)OCCCC[C@H](C)O3)cc1
  -3.5	-6	17	-4	0.3	2	1	-0.1
CC1C(=O)N2CCCc3cc(NC(=O)C(=O)NCc4cccnc4)cc1c32 (centres undefined)
  5.4	-14	-2	18	/	0	1	0.4
O=C(CC12CC3CC(CC(C3)C1)C2)Nc1ccccc1N1CCOCC1
  3.2	-3	-3	-16	-0.7	-11	0	0.0
C[C@H](CO)N1C[C@H](C)[C@H](CN(C)Cc2ccc(C(F)(F)F)cc2)Oc2ccc(NC(=O)NC3CCCCC3)cc2CC1=O
  1.0	10	6	-2	0.7	-12	2	0.0
CCC(=O)N1CC[C@@H]2[C@H]1c1cc(-c3ccc(F)cc3)ccc1N(C)[C@@H]2CO
  -0.1	-10	-8	10	0.9	-3	-2	0.4
CCc1cc2c(C)cc(C)cc2nc1SCC(=O)Nc1cc(C)on1
  -2.8	?	7	3	/	-1	2	0.0
O=S(CC(O)(c1ccccc1)c1ccccc1)CC(O)(c1ccccc1)c1ccccc1
  /	-1	-8	-1	/	/	-3	0.0
CSCC[C@H](NS(=O)(=O)c1ccc(C)cc1)C(=O)N1CCC(C(=O)N[C@@H](Cc2ccccc2)C(=O)O)CC1
  2.1	-5	7	5	/	6	0	/
C[C@@H]1CN([C@H](C)CO)C(=O)c2cc(-c3ccncc3)cnc2O[C@@H]1CN(C)C(=O)Cc1cccnc1
  -1.6	17	-8	-2	-0.1	24	-1	0.0
COC(=O)C[C@H]1C[C@H]2c3cc(NC(=O)Nc4ccc(F)cc4)ccc3O[C@H]2[C@@H](CO)O1
  -1.7&-2.9	1&-7	-8&-6	-13	-0.2&-0.1	-2&11	1&1	0.0&-0.1
S=c1[nH]nc(CSCCOc2ccc(Cl)cc2Cl)o1
  1.8	6	-20	-1	0.2	-7	1	0.1
COc1ccc(NC(=O)N(C)C[C@@H]2OCCCC[C@H](C)Oc3ccc(NC(=O)CCC(F)(F)F)cc3C(=O)N([C@@H](C)CO)C[C@@H]2C)cc1
  -0.1	-6	-6	-4	-0.2	-4	0	0.0
C[C@H](CO)N1C[C@H](C)[C@H](CN(C)Cc2cccc(C(F)(F)F)c2)Oc2ncc(-c3ccccc3)cc2C1=O
  /	18	24	7	0.6	-20	-2	0.1
C[C@H]1CN([C@@H](C)CO)C(=O)c2cc(NS(=O)(=O)c3ccc(F)cc3)ccc2O[C@H]1CN(C)S(=O)(=O)c1cn(C)cn1
  -1.6	-1	-8	8	0.0&0.6	10&-9	-1	-0.3&0.1
CSc1nc(-c2ccccc2)cn1-c1ccc(NC(C)=O)cc1
  1.1	3	-10	/	0.7	2	3	0.0
COCCC1CCCCN1C(=O)c1cc(COc2ccc(C)nc2)on1 (centres undefined)
  -0.5	12	-7	12	-1.0	0	1	0.0
CO[C@@H]1CN(C)C(=O)c2cc(NS(C)(=O)=O)ccc2OC[C@@H](C)N(C(=O)C2CCC2)C[C@@H]1C
  -2.9	23*	-3	1	-0.1	1	1	-0.2
O=[N+]([O-])c1ccc(N2CCCCC2)cc1
  0.0	11	-7	0	-0.1	/	6	0.1
O=C(C[C@H]1CC[C@H]2NC[C@@H](O)COC[C@@H]2O1)N1CCc2ccccc2C1
  -1.5	10	/	-8	0.0	-5	/	0.1
C[C@@H]1CCCCO[C@@H](CN(C)C(=O)NC2CCCCC2)[C@@H](C)CN([C@@H](C)CO)C(=O)c2cc(NS(=O)(=O)c3cccs3)ccc2O1
  0.1	-4	-22	-2	-0.3	-12	2	-0.4
C/C=C/c1ccc([C@@H]2[C@@H](CN(C)C(=O)C3CC3)N(C(=O)C3CC3)[C@H]2CO)cc1
  0.4	6	-29	3	0.0	-13	0	0.0
Cc1cccc(OCC(=O)NCCNC(=O)c2cccnc2)c1
  2.6	8	9	13	0.1	3	2	0.0
C=CCC(=O)N1CCC(n2nccc2NC(=O)CCOc2ccccc2)CC1
  -0.5	?	-1	2	-0.5	6	-1	0.0
COc1ccc(NC(=O)CCNC(=O)Cn2ccc3ccccc3c2=O)cc1Cl
  -2.4	-2	0	-7	/	8	0	-0.1
C[C@@H]1CCCCO[C@@H](CN(C)C(=O)Nc2ccccc2)[C@H](C)CN([C@@H](C)CO)C(=O)c2cc(NS(=O)(=O)c3cn(C)cn3)ccc2O1
  -2.2	10	9	-4	-0.1	18	3	0.1
CC[C@]12c3[nH]c4ccc(OC)cc4c3CCN1C(=O)C(CC(=O)NCc1ccco1)C[C@@H]2C(=O)N1CCN(C(=O)C2CC2)CC1 (some centres undefined)
  -2.8	-9	6	10	-0.2	5	2	-0.1
CCCCCNC(=O)c1nc(-c2c(F)cccc2F)oc1-c1ccccc1
  -2.7	-3	-1	/	0.0	/	0	0.0
CO[C@@H]1CN(C)C(=O)c2ccc(NS(C)(=O)=O)cc2OC[C@@H](C)N(C(=O)C2CCCC2)C[C@H]1C
  -1.4	-2	-7	11	-0.1	0	-2	0.1
COc1cc(CC(=O)Nc2cc(S(C)(=O)=O)ccc2Cl)cc(OC)c1OC
  0.4	0	-6	-3	-0.1	7	-2	0.3
O=C(Cc1ccsc1)NNC(=O)c1ccccc1Cl
  3.4	-4	-14	/	2.7	42*	-1	-0.1
CN(C)C(=O)[C@H]1[C@H](CO)[C@H]2Cn3c(ccc(C4=CCCC4)c3=O)[C@@H]1N2CC1CCCCC1
  -2.2	7	0	0	0.9	-17	4	0.5
O=S(=O)(c1ccccc1)N1CC2(C1)[C@H](c1ccccc1)[C@H](CO)N2CC1CCCC1
  -2.1	-12	16	/	-0.1	2	-1	0.0
COc1ccc(CCN(C)C(=O)CSc2nc3ncc(Cl)cc3[nH]2)cc1OC
  0.6	/	-7	/	/	34	-2	-0.1
C[C@@H]1CN([C@@H](C)CO)C(=O)c2cc(NC(=O)CCC(F)(F)F)ccc2O[C@H]1CN(C)S(=O)(=O)c1cccs1
  -0.7	3	9	21	-0.2	-4	3	0.1
CN(Cc1ccccc1)CC(O)COc1ccc(CNCCCOc2cccnc2)cc1 (centres undefined)
  -1.6	-3	3	/	7.0	12	-16	0.0
C[C@@H]1CN([C@@H](C)CO)S(=O)(=O)c2ccc(C#Cc3ccccc3)cc2O[C@@H]1CN(C)C(=O)CN(C)C
  1.1	5	51*	-3	0.6	39	0	-1.2
COc1ccc(Br)cc1/C=N/Nc1cccc(C(=O)O)c1
  /	-1	-7	/	-0.1	19	8	0.3
NS(=O)(=O)c1ccc(CNC(=O)CCCSc2ccccc2)cc1
  3.6	4	-14	/	0.0	10	0	0.0
O=C(Cc1cccs1)N1CCN(S(=O)(=O)c2ccccc2)CC1
  /	/	/	12	0.0	6	/	0.0
O=[N+]([O-])C(/C=C(/Cl)[N+](=O)[O-])=C(N1CCCCC1)N1CCCCC1
  -1.2	-9	-45	/	-0.1	-7	-8	2.0
Fc1ccc(F)c(NC2=NCCCCC2)c1
  -1.0	3	-7	-2	0.4	3	2	0.0
CN(C)C(CNC(=O)c1cccc(C#N)c1)c1ccco1 (centres undefined)
  -0.5	14	-64	0	5.8	8	-16	1.0
OCC(O)CN1CCCC1 (centres undefined)
  -1.8	-3	-10	-2	/	1	-6	0.1
COc1ccc(Cn2cc(CN3CC(N4CCN(C5CCN(C)CC5)CC4)CS3(=O)=O)nn2)cc1 (centres undefined)
  -5.7	1	-1	/	?	31	-71	0.0
C[C@@H]1CN([C@@H](C)CO)C(=O)c2cccc(NC(=O)C3CC3)c2O[C@H]1CN(C)S(C)(=O)=O
  -0.1	-6	-1	-5	-0.2	11	0	0.0
Cc1ccc(-c2cc(C(=O)N/N=C/c3ccc(F)cc3)n[nH]2)o1
  -1.8	-1	-19	-8	3.0	-9	4	0.1
CCn1c(SCC(=O)Nc2oc(C)c3c(C)n[nH]c(=O)c23)nnc1-c1ccco1
  -0.7	5	-3	/	0.2	4	0	-0.1
O=C(COC(=O)c1ccc(O)cc1O)NC1CCCCCC1
  2.1	-1	6	8	/	-13	14	-0.1
CCCC(=O)Nc1ccc2c(c1)C(=O)N(C)[C@H]1CC[C@@H](CC(=O)NCCc3ccccc3)O[C@H]1CO2
  -1.5	-14	-10	4	-0.1	-1	-1	0.2
C[C@H](CO)N1C[C@H](C)[C@H](CN(C)C(=O)Nc2ccccc2)OCCCC[C@H](C)Oc2ccc(NC(=O)c3ccccc3)cc2C1=O
  -1.2	-2	-28	-2	/	-11	1	0.0
Oc1c(Cl)cc(Cl)cc1C=Nc1cc(C(F)(F)F)ccc1N1CCc2ccccc2C1
  1.4	-2	-18	-16	0.1	-3	0	0.0

More results follow.
Results follow in this order: F508del corr	DENV2 CPE rescue	RAD52 inh	RAD54 inh	E-sel inducer	INS-1E GSIS act	CASP6 VEID inh	XiGFP reactiv
O=C(Cc1ccccc1)NNC(=S)Nc1ccc(Cl)cc1
  3.7	1	-7	-5	0.4	3	2	0.0
COc1nc(N)nc2c1ncn2C1OC(CO)CC1O (centres undefined)
  1.0	-1	-2	/	/	/	-1	0.2
CCCN1[C@H](C(=O)OC)[C@@H](CO)[C@@H]2Cn3c(ccc(-c4ccc(F)cc4)c3=O)[C@@H]21
  -0.6	1	-13	7	0.3	6	3	0.5
CC(C)NC(=O)N(C)C[C@@H]1Oc2c(NC(=O)Nc3ccc(C(F)(F)F)cc3)cccc2C(=O)N([C@@H](C)CO)C[C@@H]1C
  -0.7	-1	5	1	/	-7	24	-0.5
N#C/C(=C/C1=C(N2CCOCC2)C(=C/c2ccc(Cl)cc2Cl)/CC1)C(=O)Nc1ccccc1F
  -0.5	?	-65	/	0.1	/	-3	0.0
